# Source: PubChem
# NOD2-RIPK2 inh – blocks binding of human NOD2 to RIPK2; O43353; CHO BLA complementation NOD2-RIPK2, CCF4 ratio; inhibition, % at 4.98 µM; hit rate 0.38% among 360,000; AID 624267; in the data active = inhibition above about 21%;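 note: 0% = vehicle only and 100% = reference blocker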
# SRC3 inh – human NCOA3 inhibition; HEK293 GAL4-SRC3 luciferase reporter, luminescence; hit rate 0.17% among 360,000; inhibition, % at 3.6 µM; AID 588352; Q9Y6Q9;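 active = inhibition above a per-campaign cutoff, the mean of all compounds plus 3 SD, cut at about 60% in these data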;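 note: 0% = DMSO-treated cells and 100% = gossypol-treated cells at 36 µM; higher means less SRC3-driven luciferase light from the GAL4 reporter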
# TLR9-MyD88 inh – blocks human TLR9 binding to MyD88; AID 504734; hit rate 0.21% among 340,000; CHO BLA complementation TLR9-MyD88, CCF4 FRET ratio; inhibition, % at 4.98 µM;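 active = inhibition above the mean over all tested compounds plus 3 SD, cut at about 21% in these data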;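 note: 0% = DMSO only wells and 100% = clavulanate BLA inhibitor control wells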
# TRAIL sens C8 – sensitizes caspase-8 expressing cells to TRAIL. NB7+C8 cells + TRAIL, ATPlite viability luminescence. inhibition (viability loss, TRAIL sensitization), % at 10 µM. hit rate 1% among 360,000;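 active = compounds causing at least 50% loss of cell viability in the single-dose screen, relative to plate controls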
# TROY NFkB inh – inhibitors of TROY-dependent NF-kB signaling; Q293 LMP1-TROYcd NF-kB luciferase reporter, 4 h; inhibition, % at 10 µM; hit rate 0.98% among 360,000;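 active = compounds whose plate-normalised and pattern-corrected inhibition of the luciferase reporter signal at the single screening dose is 50% or more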
# NCOA1 inh – human NCOA1 inhibition; HEK293 GAL4-SRC1 luciferase reporter, luminescence; Q15788; hit rate 0.12% among 360,000; inhibition, % at 3.6 µM;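 active = inhibition above the campaign mean plus 3 SD, with each screening campaign given its own cutoff, cut at about 60% in these data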;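 note: 0% = DMSO treated cells and 100% = gossypol at 36 µM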
# NCOA2 inhibitor – human SRC2 (NCOA2) inhibition; Q15596; HEK293 GAL4-SRC2 luciferase reporter, luminescence; inhibition, % at 9 µM; hit rate 0.17% among 370,000;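 active = inhibition above the mean inhibition of all tested compounds plus 3 SD, set per campaign, cut at about 52% in these data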;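 note: 0% = DMSO treated cells and 100% = cells given Gossypol at 36 µM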
# LMP1 NFkB inh – inhibitors of Epstein-Barr LMP1-induced NF-kappaB reporter; LMP1-induced NF-kappaB luciferase reporter cells, luminescence; inhibition, % at 12.5 µM; hit rate 0.69% among 350,000; AID 504558; in the data active = inhibition above about 41%;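 note: 0% = neutral control wells and 100% = reference inhibitor control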
# LRH-1 inv ag – inverse agonists of human LRH-1 (NR5A2) | O00482 | HEK293T StAR-luciferase reporter, LRH-1 transfected, 24 h | inhibition, % at 3.6 µM | hit rate 0.13% among 360,000;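 active = inhibition above the mean inhibition of all tested compounds plus 3 SD, cut at about 73% in these data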;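 note: 0% = DMSO wells and 100% = reporter-only cells lacking LRH-1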
# Vif imaging – inhibitors of HIV Vif; HEK293T cells, Vif self-association by quenched fluorescence, imaging, 24 h; inhibition, % at 7.49 µM; hit rate 0.35% among 340,000; AID 602346; in the data active = inhibition above about 50%, passing the limit was not always enough; note: some results filed as inactive read as strong as hits
# COUP-TFII inh – blocks human COUP-TFII nuclear receptor. HEK293T NGFI-A luciferase reporter, luminescence. inhibition, % at 8.6 µM. hit rate 0.7% among 370,000. AID 686940;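 active = inhibition above a per-plate cutoff, mean inhibition of test wells between control levels plus 3 SD, cut at about 38% in these data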;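 note: cells cotransfected with COUP-TFII expression vector driving the NGFI-A reporter; 0% = median of COUP-TF2 test wells and 100% = reporter-only cells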
# Numbers without * were called inactive; / = not tested or not shown. Only part of the results is shown. The share of hits here may be higher or lower than overall.
SMILES,NOD2-RIPK2 inh,SRC3 inh,TLR9-MyD88 inh,TRAIL sens C8,TROY NFkB inh,NCOA1 inh,NCOA2 inhibitor,LMP1 NFkB inh,LRH-1 inv ag,Vif imaging,COUP-TFII inh
COc1ccc(CNC(=O)CSc2nc3ccc(C)cc3[nH]2)cc1OC,-9,10,-2,6,-13,-7,8,-2,0,10,-6
CC(=O)OC1CC(c2cc(C(C)(C)C)c(O)c(C(C)(C)C)c2)=NO1 (stereo unspecified),-12,12,-8,-22,-11,-5,-26,-3,-21,-6,-6
O=C(NC1CCCCC1)C1CCCN(S(=O)(=O)c2cccc3cccnc23)C1 (stereo unspecified),2,15,-3,-10,0,4,24,5,10,0,3
COc1ccccc1[C@@H]1C(c2ccc(F)cc2)=NN(c2ccccc2)[C@H]1C(=O)N1CCOC1=O,7,12,0,-12,-16,3,-11,-6,10,/,13
c1ccc(COc2cccc(CNCc3cccnc3)c2)cc1,6,7,4,-4,-10,-10,-57,-7,-7,-1,2
Cc1cccc(NC(=S)NCC(c2cccnc2)N2CCOCC2)c1C (stereo unspecified),-13,9,-9,-3,-14,12,8,-6,26,4,0
CC1CC(=O)c2cn3c(nc2C1)nc1ccccc13 (stereo unspecified),1,6,4,0,-6,-1,2,13,16,/,3
COc1ccccc1NC(=O)c1ccccc1C(=O)Nc1ccccc1OC,-8,-21,-11,-27,-20,9,23,1,-17,-4,12
CCc1nc(NCc2ccccn2)c2oc3ccccc3c2n1,-8,26,-11,27,23,12,18,8,26,-16,39*
CN1CCCN(Cc2cccc3ccccc23)CC1,-1,-7,6,2,-6,1,-9,6,-7,-3,6
Cc1ccc(C(=O)Nc2nc(-c3ccc4c(c3)OCCO4)cs2)o1,2,-13,-16,-17,26,-18,-54,-16,-13,30,-22
CC1(C)C[C@H]2C3=CCC4[C@@]5(C)CC[C@H](O)[C@](C)(CO)C5CC[C@@]4(C)[C@]3(C)C[C@@H](O)[C@@]2(CO)[C@@H](O)[C@@H]1O (stereo partly specified),2,0,-1,3,10,-10,-9,7,-8,-3,-5
COc1ccc(OCC(=O)N/N=C/c2ccc(N(C)C)cc2)cc1,-5,-8,-1,25,-10,-4,-4,4,0,6,-2
CCNC(=S)N(CCc1c(C)[nH]c2ccc(C)cc12)Cc1cccnc1,0,-12,-1,-40,-1,-50,-23,-1,9,3,-12
Cc1cc(C)n2c(SC/C(O)=C(\C#N)c3nc4ccccc4[nH]3)nnc2n1,-4,-5,-16,9,-23,-7,-8,-3,0,2,3
O=S(=O)(N/N=C\c1ccc2c(c1)OCO2)c1ccc(Cl)cc1,2,-26,-6,-15,19,6,-28,3,7,/,3
CC(NC(=O)C1CCC(C(C)(C)C)CC1)C(c1ccccc1)N1CCOCC1 (stereo unspecified),2,11,12,12,10,-5,16,3,-7,-3,13
CC(=O)C1CCC2C3CCC4=CC(=O)CCC4(C)C3(F)C(O)CC12C (stereo unspecified),-4,-44,-11,15,19,-20,-49,2,-2,0,-3
COc1ccc(NC(=O)c2ccco2)cc1NC(=O)c1cccnc1,-14,-5,2,-18,-6,-18,-1,1,15,6,-6
COc1ccc(NS(=O)(=O)c2cc(NC(=O)c3ccc(=O)[nH]n3)ccc2C)cc1,0,15,4,12,18,0,12,-9,5,14,-24
Cc1cc(C)cc(NC(=O)CSc2n[nH]c(-c3cccnc3)n2)c1,8,3,5,4,9,10,13,-2,0,-9,14
C/C(=N\NC(=S)Nc1cccc(C)c1)c1cccc(N)c1,-3,-20,9,-2,-42,-14,1,-7,-16,1,-31
N/C(=N\OC(=O)/C=C/c1ccccc1)c1ccccn1,-9,-53,-7,10,47,-102,-66,9,-134,-3,-39
COc1cccc(/C=C/C(=O)NCc2cn3cc(Cl)ccc3n2)c1,-18,-11,-4,-4,15,-6,14,1,19,1,-3

# 12 successive records from above:
SMILES,NOD2-RIPK2 inh,SRC3 inh,TLR9-MyD88 inh,TRAIL sens C8,TROY NFkB inh,NCOA1 inh,NCOA2 inhibitor,LMP1 NFkB inh,LRH-1 inv ag,Vif imaging,COUP-TFII inh
CN1CCCN(Cc2cccc3ccccc23)CC1,-1,-7,6,2,-6,1,-9,6,-7,-3,6
Cc1ccc(C(=O)Nc2nc(-c3ccc4c(c3)OCCO4)cs2)o1,2,-13,-16,-17,26,-18,-54,-16,-13,30,-22
CC1(C)C[C@H]2C3=CCC4[C@@]5(C)CC[C@H](O)[C@](C)(CO)C5CC[C@@]4(C)[C@]3(C)C[C@@H](O)[C@@]2(CO)[C@@H](O)[C@@H]1O (stereo partly specified),2,0,-1,3,10,-10,-9,7,-8,-3,-5
COc1ccc(OCC(=O)N/N=C/c2ccc(N(C)C)cc2)cc1,-5,-8,-1,25,-10,-4,-4,4,0,6,-2
CCNC(=S)N(CCc1c(C)[nH]c2ccc(C)cc12)Cc1cccnc1,0,-12,-1,-40,-1,-50,-23,-1,9,3,-12
Cc1cc(C)n2c(SC/C(O)=C(\C#N)c3nc4ccccc4[nH]3)nnc2n1,-4,-5,-16,9,-23,-7,-8,-3,0,2,3
O=S(=O)(N/N=C\c1ccc2c(c1)OCO2)c1ccc(Cl)cc1,2,-26,-6,-15,19,6,-28,3,7,/,3
CC(NC(=O)C1CCC(C(C)(C)C)CC1)C(c1ccccc1)N1CCOCC1 (stereo unspecified),2,11,12,12,10,-5,16,3,-7,-3,13
CC(=O)C1CCC2C3CCC4=CC(=O)CCC4(C)C3(F)C(O)CC12C (stereo unspecified),-4,-44,-11,15,19,-20,-49,2,-2,0,-3
COc1ccc(NC(=O)c2ccco2)cc1NC(=O)c1cccnc1,-14,-5,2,-18,-6,-18,-1,1,15,6,-6
COc1ccc(NS(=O)(=O)c2cc(NC(=O)c3ccc(=O)[nH]n3)ccc2C)cc1,0,15,4,12,18,0,12,-9,5,14,-24
Cc1cc(C)cc(NC(=O)CSc2n[nH]c(-c3cccnc3)n2)c1,8,3,5,4,9,10,13,-2,0,-9,14

# (cont.)
SMILES,NOD2-RIPK2 inh,SRC3 inh,TLR9-MyD88 inh,TRAIL sens C8,TROY NFkB inh,NCOA1 inh,NCOA2 inhibitor,LMP1 NFkB inh,LRH-1 inv ag,Vif imaging,COUP-TFII inh
COc1ccc(N2CCN(CC(=O)NCc3ccc(Cl)cc3)CC2)cc1,-1,-2,0,-6,12,1,0,2,-12,-5,13
Cc1cc(OC(=O)c2cccc(C(F)(F)F)c2)c([N+](=O)[O-])c(=O)[nH]1,-2,7,-3,-4,3,-11,5,8,-1,-4,-7
COCc1cc(C)nc(Nc2cc(C)ccc2C)c1C#N,-2,2,-3,-3,1,-4,16,2,20,-15,13
C=Cc1ccc(Cn2c(C)c(C(=O)NCc3cccc(C(F)(F)F)c3)sc2=O)cc1,0,13,/,51*,1,5,-8,/,-18,7,-19
Cc1ccc([C@H]2N[C@]3(CCCN(Cc4ccc(F)cc4)C3=O)[C@H]3C(=O)N(C)C(=O)[C@@H]23)cc1,6,0,-4,7,-3,-22,7,-3,13,/,6
CCCCNC(=O)CCc1nc2cccnc2n1Cc1ccc(OC)cc1,11,2,-3,-7,-10,-4,7,-9,-5,2,-17
CNC(=O)/C(C#N)=C\c1ccc(CNS(=O)(=O)c2ccccc2)o1,-1,12,0,-14,15,-12,-16,5,11,-4,1
CCCCn1c(N)c(N(CCOC)C(=O)c2ccc(-c3ccc([N+](=O)[O-])cc3)o2)c(=O)[nH]c1=O,5,6,0,-9,11,6,-7,-1,-5,6,-14
Cc1c(NC(=S)NC(=O)CC(C)C)c(=O)n(-c2ccccc2)n1C,4,14,9,-8,-18,1,13,1,9,-2,-3
O=C(Cn1ccc([N+](=O)[O-])n1)NCCc1c[nH]c2ccccc12,6,6,-7,-13,10,14,10,-8,-1,0,2
CCSc1nc(=S)cc(C)[nH]1,-9,-3,-5,-22,16,-3,10,3,-11,-9,2
CC1(NC(=O)C23CC4CC(CC(C4)C2)C3)CCS(=O)(=O)C1 (stereo unspecified),6,-2,1,0,10,-2,2,-3,-13,-8,17
CCOc1ccc(C(=O)OC2CCCN(C)C2)cc1 (stereo unspecified),-1,-16,-6,-5,-5,-27,-31,-18,-26,0,-2
CC(Sc1nnc(-c2ccco2)n1N)C(=O)NCc1ccc2c(c1)OCO2 (stereo unspecified),0,7,2,1,5,-4,-15,-8,2,0,14
O=C(COC(=O)CNC(=O)c1sc2ccccc2c1Cl)Nc1cc(Cl)cc(Cl)c1,-6,-1,4,2,15,-9,-5,-1,-17,-1,-4
CN(C)C(CNC(=O)C1CCN(S(=O)(=O)c2ccccc2C(F)(F)F)CC1)Cc1ccccc1 (stereo unspecified),-2,1,-3,-10,-13,2,-9,2,14,-13,4
Oc1ccc(Cl)c2cccnc12,-1,-2,4,-7,1,-18,8,6,3,0,9
Fc1cc(F)c2nc(Nc3nc4cc5c(cc4s3)OCO5)sc2c1,-6,-32,-7,8,-29,-16,-13,-35,-15,-3,0
COC(=O)Nc1nc(-c2ccccc2)c(C(=O)c2ccccc2)s1,15,11,6,-9,4,-5,20,8,32,/,-24
CCSc1nnc(NC(=O)CN2C(=O)C3CC=CCC3C2=O)s1 (stereo unspecified),-1,-12,-15,-1,29,12,3,3,6,1,-9
COc1cc(OC)c2cc(C(=O)N[C@H](C(=O)N3CCC[C@H]3C(=O)O)C(C)C)n(C)c2c1,0,20,1,-13,-2,3,13,-5,6,7,1
C=C(C)C(=O)Nc1cccc(C2=NOC3(C2)C[C@H](C(N)=O)N(C(=O)COc2ccc(Cl)cc2)C3)c1 (stereo partly specified),2,5,13,0,12,4,-15,6,-7,/,7
O=C(CSc1nc2c(c(=O)n1-c1ccc(Cl)cc1)SCC2)N1CCOCC1,-3,1,8,-7,-8,2,-3,-5,17,21,8
CCCCn1c(SCC(=O)N2CCC(C(=O)OCC)CC2)nc2cc(S(N)(=O)=O)ccc21,4,0,-13,0,2,-16,0,-8,6,34,-6

# 2 entries picked at random from those above, as already listed:
SMILES,NOD2-RIPK2 inh,SRC3 inh,TLR9-MyD88 inh,TRAIL sens C8,TROY NFkB inh,NCOA1 inh,NCOA2 inhibitor,LMP1 NFkB inh,LRH-1 inv ag,Vif imaging,COUP-TFII inh
O=C(Cn1ccc([N+](=O)[O-])n1)NCCc1c[nH]c2ccccc12,6,6,-7,-13,10,14,10,-8,-1,0,2
N/C(=N\OC(=O)/C=C/c1ccccc1)c1ccccn1,-9,-53,-7,10,47,-102,-66,9,-134,-3,-39

# Further compounds follow.
SMILES,NOD2-RIPK2 inh,SRC3 inh,TLR9-MyD88 inh,TRAIL sens C8,TROY NFkB inh,NCOA1 inh,NCOA2 inhibitor,LMP1 NFkB inh,LRH-1 inv ag,Vif imaging,COUP-TFII inh
CC(=O)Nc1c(F)cc(Br)cc1F,0,13,-4,20,5,-13,-4,5,-2,-3,2
C/C(=N/NC(=O)c1ccc(C)s1)c1cccnc1,-7,-18,-10,29,-16,-15,-58,-16,-18,2,-32
CSc1nc(N(CCO)CCO)c2sc3nc(-c4ccco4)c4c(c3c2n1)CCC4,3,-16,5,4,-9,-7,-41,1,-5,-7,1
O=C(CSc1nnc(-c2ccccn2)n1Cc1ccco1)c1ccccc1,-6,2,7,7,4,-13,-17,-11,-2,-14,14
Cn1ccsc1=NC(=O)c1ccc(OC(F)(F)F)cc1,-3,-61,10,14,-26,-53,-49,-29,-64,-2,-44
